Screens from PubChem BioAssay.
L3MBTL1 block = qHTS Assay for the Inhibitors of L3MBTL1; actives 0.66% (n = 230,000); Potency, µM (top dose mostly 57.1 µM), inactives show top-dose activity, negative = inhibition, usual class: inhibitors; Lethal(3)malignant brain tumor-like protein 1 (Homo sapiens), Q9Y468; AlphaScreen L3MBTL1–H3K9me1 peptide binding; AID 485360, 2010; active = well fitted inhibition curve with a large enough effect; inconclusive = small, poorly fitted or top-dose-only effect; inactive = no such curve, though single readings can be large or run the other way; note: nearly all actives have a fitted effect of over 60% in size
Target sequence (Q9Y468 whole entry, looked up): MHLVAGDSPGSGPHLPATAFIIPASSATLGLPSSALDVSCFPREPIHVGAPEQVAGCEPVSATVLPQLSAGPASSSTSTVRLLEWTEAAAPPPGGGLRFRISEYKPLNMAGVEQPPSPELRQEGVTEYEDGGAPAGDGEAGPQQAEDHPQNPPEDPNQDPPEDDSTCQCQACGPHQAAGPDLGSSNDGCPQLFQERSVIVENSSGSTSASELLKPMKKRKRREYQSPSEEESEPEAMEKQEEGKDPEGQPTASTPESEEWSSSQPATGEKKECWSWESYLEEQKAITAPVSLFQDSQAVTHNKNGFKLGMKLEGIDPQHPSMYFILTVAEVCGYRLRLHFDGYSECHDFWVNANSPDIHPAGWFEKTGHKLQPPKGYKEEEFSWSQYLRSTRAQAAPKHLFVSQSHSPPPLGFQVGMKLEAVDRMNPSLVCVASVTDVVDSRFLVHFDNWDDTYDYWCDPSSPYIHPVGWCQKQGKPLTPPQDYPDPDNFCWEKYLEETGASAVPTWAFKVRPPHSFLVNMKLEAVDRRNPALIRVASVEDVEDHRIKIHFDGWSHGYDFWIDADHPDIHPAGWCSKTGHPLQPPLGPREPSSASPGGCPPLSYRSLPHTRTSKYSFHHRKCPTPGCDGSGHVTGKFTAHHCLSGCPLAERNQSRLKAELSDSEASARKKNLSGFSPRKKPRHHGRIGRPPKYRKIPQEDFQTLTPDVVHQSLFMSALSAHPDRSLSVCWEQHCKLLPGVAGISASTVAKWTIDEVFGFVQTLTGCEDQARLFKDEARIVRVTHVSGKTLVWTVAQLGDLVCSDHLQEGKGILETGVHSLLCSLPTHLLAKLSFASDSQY
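Read-out is AlphaScreen signal from streptavidin donor and nickel chelate acceptor beads (10 ug/mL final each) bridging L3MBTL1 (50 nM) and biotinylated K9-monomethylated H3(1-15) peptide (75 nM), after 30 min compound exposure at room temperature.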
* = called active by the depositor; ? = inconclusive; [ ] = dose if it differs, or a comment. % is set by controls: 0 for no effect and ±100 for the full control effect; potency is the fitted concentration of half-maximal effect. This is a subset; count on the stated rates, not on these rows.

entry | structure | L3MBTL1 block
1 | COC(=O)[C@@]12CCCCN1[C@H](c1ccc(-c3ccccc3)cc1)[C@H]1C(=O)N(C)C(=O)[C@H]12 | 5%
2 | C[C@H](OC(=O)N1CCN(C(c2ccccc2)c2ccccc2)CC1)[C@@H]1O[C@@]2(C)CCC[C@H]1O2 | -1%
3 | O=C(COC(=O)c1ccc(Cl)nc1)Nc1ccc(N2CCCCC2)cc1 | -8%
4 | CCOc1cccc2cc(C(=O)OCC(=O)Nc3c(C)cccc3CC)c(=O)oc12 | -3%
5 | CN(C)C(=O)CCc1ccc2c3c([nH]c2c1)[C@]1(C)[C@@H](C(=O)N2CCCCC2)C[C@H](CC(=O)NC(C)(C)C)C(=O)N1CC3 | 10%
6 | CC(C)(C)OC(=O)[C@H](CCCCN)NC(=O)c1[nH]cnc1C(=O)N[C@@H](Cc1ccccc1)C(=O)OCc1ccccc1 | -7%
7 | CC(=O)c1ccc(S(=O)(=O)N(C)CCCC(=O)NCc2ccc3c(c2)OCO3)cc1 | -26%
8 | C[C@H]1CN([C@@H](C)CO)C(=O)c2cc(NC(=O)NC3CCCCC3)ccc2O[C@H]1CN(C)C(=O)Nc1ccc(C(F)(F)F)cc1 | -2%
9 | NS(=O)(=O)c1ccc(CCNS(=O)(=O)c2ccc(Cl)s2)cc1 | 4%
10 | COc1cccc(NC(=O)CN(C)C(=O)c2ccc(COc3ccccc3)cc2)c1 | -2%
11 | COc1cc(S(=O)(=O)N2CCOCC2)cc(C(=O)NCC(c2cccs2)N2CCOCC2)c1OC (stereo unspecified) | 5%
12 | O=C(Oc1cccc2ccccc12)C1CC1 | 45%[activator]
13 | CCc1ccc(CN(C)C(=O)c2cccc(S(=O)(=O)Nc3ccccc3OC)c2)cc1 | -3%
14 | O=C(C[C@@H]1C/C=C/CC[C@@H](Cc2ccc(F)cc2)C(=O)OCCNC1=O)N[C@H](CO)Cc1ccccc1 | 4%
15 | O=C(CCNS(=O)(=O)c1ccccc1C(F)(F)F)NNC(=O)c1csc(N2CCOCC2)n1 | -3%
16 | CC1(C)Oc2ccc3ccc(=O)oc3c2C[C@H]1O[C@@H]1O[C@H](CO)[C@@H](O)[C@H](O)[C@H]1O | 2%
17 | C#CCOCCOCCOCCNc1nc(N2CCN(C(=O)[C@H](CCCCN)n3cc([C@@H](N)[C@H](C)CC)nn3)CC2)nc(N2CCN(C(=O)[C@H](CCCCN)n3cc([C@@H](N)CC(N)=O)nn3)CC2)n1 | 2%
18 | CSc1ccccc1NC(=O)CSCc1nc2sc(C)c(C)c2c(=O)[nH]1 | 7%
19 | CCN(Cc1nc2ccccc2c(=O)[nH]1)C(=O)c1cc2c(s1)CCCCC2 | 0%
20 | COc1ccc(-c2cn(CCO)c(-c3ccc(Cl)nc3)n2)cc1 | -6%
21 | CCC(C(=O)OCC(=O)NCc1ccc2c(c1)OCO2)c1ccccc1 (stereo unspecified) | -2%
22 | COc1ccccc1NS(=O)(=O)c1cc(NC(=O)CCc2nc3ccccc3c(=O)[nH]2)ccc1C | -9%
23 | CSc1ncccc1C(=O)OCC(=O)NC(C)CCc1ccccc1 (stereo unspecified) | 2%
24 | CN(CC(=O)OCC(=O)NCc1ccccc1)S(=O)(=O)c1ccc(F)cc1 | -3%
25 | O=C(Nc1ccc(N2CCOCC2)c(S(=O)(=O)Nc2ccccc2Cl)c1)c1ccc(F)cc1 | -25%
26 | NS(=O)(=O)c1ccc(CCNC(=O)CCNS(=O)(=O)c2ccccc2C(F)(F)F)cc1 | 2%
27 | CC(C)(C)NC(=O)C(c1ccc(-c2ccccc2)cc1)N(C[C@H]1CC[C@@H]([C@@H]2CC[C@H](CO)O2)O1)C(=O)c1ccc2ccccc2c1 (stereo partly specified) | -1%
28 | CC(=O)Nc1ccc(S(=O)(=O)N(C)CC(=O)OCC(=O)N2CCCCC2)cc1 | 4%
29 | COc1cc(C(=O)N(C)Cc2cccc(OC)c2OC)ccc1OCC(=O)Nc1cccc(C(F)(F)F)c1 | -5%
30 | CC(C)CCN(C(=O)c1ccc(Br)cc1)c1c(N)n(Cc2ccccc2)c(=O)[nH]c1=O | -3%
31 | CCOc1ccccc1-n1ccn(CC(=O)Nc2ccc(Br)cc2F)c(=O)c1=O | 3%
32 | CC(=O)c1c(C)[nH]c(C(=O)OCC(=O)c2c(N)n(CC(C)C)c(=O)n(C)c2=O)c1C | 1%
33 | Cc1ccc(CNC(=O)COC(=O)c2cccc(S(=O)(=O)N3CCCCC3)c2)cc1 | 7%
34 | O=C1c2ccccc2/C(=C\c2ccc3[nH]ccc3c2)N1c1ccccc1 | -3%
35 | O=C(COC(=O)CCc1ccc(S(=O)(=O)N2CCOCC2)cc1)Nc1ccccc1OC(F)F | -3%
36 | Cc1ccc(-c2cc(C(=O)N3CCN(C4CCS(=O)(=O)C4)CC3)c3ccccc3n2)cc1 (stereo unspecified) | -2%
37 | CCN(CC(=O)NC(=O)NC1CCCC1)Cc1ccccc1 | 5%
38 | Cc1ccc(S(=O)(=O)N2CCC[C@H]2C(=O)OCCN2C(=O)c3ccccc3C2=O)cc1 | -2%
39 | O=C(c1sccc1-c1ccccc1)N1CCN(S(=O)(=O)c2ccccc2F)CC1 | 1%
40 | CC1Nc2ncnc(N3CCN(c4ccccn4)CC3)c2N(Cc2ccccc2)C1=O (stereo unspecified) | -4%
41 | CCCCOc1ccc(C(=O)NCC(=O)NCC(c2ccco2)N2CCCCC2)cc1 (stereo unspecified) | -7%
42 | COC(=O)[C@@]1(Cc2ccccc2)[C@H]2C(=O)N(C)C(=O)[C@H]2[C@H]2CN=C(SCc3ccccc3)N21 | -4%
43 | C[C@@]12C(=O)Nc3cc(F)ccc3C(=O)N1[C@H]1c3ccccc3OC[C@@H]1[C@@H]2c1ccccc1 | -12%
44 | COc1ccc(C(=O)NCCS(=O)(=O)N2CCC3(CC2)OCCO3)cc1 | 32%[activator]
45 | COc1ccc(N2CC(NS(=O)(=O)c3cccs3)CC2=O)cc1OC (stereo unspecified) | 6%
46 | COc1cc(CC(=O)OCC(=O)N(C)C2CCCCC2)cc(OC)c1OC | 9%
47 | NCCN1CCN2C(=O)CN(C(=O)c3ccccc3)CC12 (stereo unspecified) | 5%
48 | O=C(N[C@@H]1C/C=C\C[C@H](CC(=O)N(CCO)Cc2ccccc2)C(=O)N[C@@H](Cc2ccccc2)COC1=O)OCC1c2ccccc2-c2ccccc21 | -5%
49 | COc1cc(OC)cc(-c2c(-c3cccs3)c3cc(-c4ccc5c(c4)OCO5)ccc3n2C)c1 | -2%
50 | CCOc1ccc(CN2CCCC(N3CCN(c4ccc(OC)cc4)CC3)C2)cc1 (stereo unspecified) | -6%
51 | c1ccc2c(c1)[nH]c1ccncc12 | 1%
52 | COc1ccc(NC(=O)c2cc(C3CC3)nc3c2cnn3C(C)C)cc1OC | -3%
53 | CCc1ccc(C(=O)CSc2nnc(C3CC3)n2C2CC2)cc1 | -1%
54 | OC(CNCc1ccccc1)COc1ccccc1 (stereo unspecified) | 7%
55 | CN(c1ccc(C(=O)N2CCCCCC2)cc1)S(=O)(=O)c1ccccc1 | 9%
56 | O=C(NCCS(=O)(=O)NC1CCCCC1)c1ccc2c(c1)OCO2 | 5%
57 | Cc1ccc(C)c(S(=O)(=O)N2CCCCC2CCNC(=O)C(=O)NCc2ccncc2)c1 (stereo unspecified) | 1%
58 | O=C1C=C(c2ccc3ccccc3c2)C[C@@H](c2ccc(Cl)cc2)C1 | 1%
59 | COc1ccc(CNC(=O)c2c[nH]c3c(OC)cc(OC)cc3c2=O)cc1 | 21%
60 | CC(C#N)(NC(=O)CN1CCN(S(=O)(=O)c2cc(C(F)(F)F)ccc2Cl)CC1)C1CC1 (stereo unspecified) | 12%

(further entries)
entry | structure | L3MBTL1 block
61 | COC(=O)[C@]1(C)CCC[C@@]2(C)C3CC[C@]4(OC(C)=O)C[C@@]3(CCC21)CC4=O (stereo partly specified) | -3%
62 | CC(C)c1ccc([N+](=O)[O-])cc1S(=O)(=O)N1CCN(C)CC1 | -5%
63 | CCOc1cc(-c2nnc(NC(=O)C3=COCCO3)o2)cc(OCC)c1OCC | 5%
64 | COc1ccc(NC(=O)Cc2ccccc2F)cc1S(=O)(=O)N1CCCCC1 | 6%
65 | O=C(NCCCN1CCOCC1)c1ccc(S(=O)(=O)Nc2ccccc2)cc1 | 4%
66 | O=C(OCc1nnc(-c2ccccc2)o1)c1ccc([N+](=O)[O-])s1 | ?
67 | C[C@@H]1CN([C@@H](C)CO)C(=O)c2cc(N(C)C)ccc2O[C@@H]1CN(C)S(C)(=O)=O | 8%
68 | O=C(O)c1ccn(CSc2cc(Cl)ccc2Cl)n1 | 6%
69 | O=C(CNC(=O)C1COc2ccccc2O1)Nc1cc(Cl)ccc1Cl (stereo unspecified) | -3%
70 | CS(=O)(=O)c1ccc(Cl)c(NC(=O)COC(=O)CCCN2C(=O)c3cccc4cccc(c34)C2=O)c1 | 14%
71 | Cc1ccc(S(=O)(=O)N2CCN(C(=O)COC(=O)c3cnc(C)cn3)CC2)c(C)c1 | 1%
72 | CCC(=O)c1ccc(OCC(=O)OC(C)C(=O)NCc2ccc3c(c2)OCO3)cc1 (stereo unspecified) | -3%
73 | O=C(COC(=O)c1ccc(Cl)nc1)Nc1ccc(N2CCOCC2)cc1 | -2%
74 | Cc1ccc(NC(=O)c2nc3nccc(C)n3n2)cc1S(=O)(=O)N1CCCCC1 | -1%
75 | C[C@H]1COC(=O)[C@H](Cc2ccc(F)cc2)C/C=C\C[C@H](CC(=O)NCCO)C(=O)N1 | 5%
76 | O=C(Cn1c(CO)nc2ccccc21)Nc1ccc2c(c1)OCCCO2 | 1%
77 | COCCN(C(=O)COC(=O)c1cnc(C)cn1)c1c(N)n(Cc2ccccc2)c(=O)[nH]c1=O | 13%
78 | COCCn1cnnc1SCC(=O)Nc1sc2c(c1C#N)CCC2 | -11%
79 | Cc1cccc(C(=O)NCC(=O)N2CC=C(c3ccccc3)CC2)c1 | 10%
80 | Cc1ccc(OCC(=O)Nc2ccc(Cl)cc2)c([N+](=O)[O-])n1 | 29%

Reformatted: entries from further up
78	COCCn1cnnc1SCC(=O)Nc1sc2c(c1C#N)CCC2
  L3MBTL1 block: -11%
68	O=C(O)c1ccn(CSc2cc(Cl)ccc2Cl)n1
  L3MBTL1 block: 6%

Next section.
entry | structure | L3MBTL1 block
81 | CCOC(=O)C1=C(COC(=O)CC(C)c2ccccc2)NC(=O)NC1C (stereo unspecified) | 1%
82 | O=C(CN1CSCC1=O)N1CCN(S(=O)(=O)c2cccc(F)c2)CC1 | 0%
83 | CCCN1CCC(NC(=O)Cc2ccccc2OC)CC1 | 6%
84 | CC(C)c1ccc(NC(=O)C2=CC=CN3CCS(=O)(=O)N=C23)cc1 | -10%
85 | Cc1cc(=O)c(C(=O)Nc2cccc(N3CCCC3=O)c2)nn1-c1ccccc1Cl | 34%[activator]
86 | CC(OC(=O)c1ccc(Cl)c(S(=O)(=O)N2CCOCC2)c1)C(=O)Nc1ccc(S(N)(=O)=O)cc1 (stereo unspecified) | 3%
87 | O=C(CSc1ccccc1F)NNC(=O)c1ccncc1 | 0%
88 | COc1ccccc1CNC(=O)COC(=O)CC1CC2CCC1C2 (stereo unspecified) | 3%
89 | CN1CCN(C(=O)C2CCN(S(=O)(=O)c3ccccc3[N+](=O)[O-])CC2)CC1 | -4%
90 | COc1ccccc1CNC(=O)COC(=O)Cc1cccc(F)c1 | 8%
91 | CCc1ccc(OCC(=O)NNC(=O)Cc2ccc(S(=O)(=O)N3CCOCC3)s2)cc1 | 2%
92 | N#Cc1cccc(NCC(=O)Nc2cccc(S(=O)(=O)N3CCCCC3)c2)c1 | 3%
93 | COc1cccc2c1oc1c(SCc3nc4ccccc4[nH]3)nc(C)nc12 | 6%
94 | CC(OC(=O)c1cc(=O)c2ccccc2o1)C(=O)Nc1ccc(N(C)C)cc1 (stereo unspecified) | 9%
95 | O=C(COC(=O)c1cccc(S(=O)(=O)N2CCCCC2)c1)NC1CCCCC1 | 0%
96 | O=C(COC(=O)c1ccc(F)c(S(=O)(=O)N2CCOCC2)c1)Nc1ccc2c(c1)OCO2 | -7%
97 | COc1ccc(-n2ccnc(SCC(=O)NCc3ccc(C)cc3)c2=O)cc1Cl | 6%
98 | Cc1cc(NC(=O)c2ccc3nccnc3c2)ccc1Br | -4%
99 | Nc1c(Cl)cc(-c2cn(CCC(=O)O)c(-c3ccncc3)n2)cc1Cl | 3%
100 | O=C(COC(=O)Cc1ccc(Cl)cc1)NCCc1ccccc1 | 12%

3 entries from above, with each value named:
#92 N#Cc1cccc(NCC(=O)Nc2cccc(S(=O)(=O)N3CCCCC3)c2)c1
- L3MBTL1 block = 3%

#93 COc1cccc2c1oc1c(SCc3nc4ccccc4[nH]3)nc(C)nc12
- L3MBTL1 block = 6%

#94 CC(OC(=O)c1cc(=O)c2ccccc2o1)C(=O)Nc1ccc(N(C)C)cc1 (stereo unspecified)
- L3MBTL1 block = 9%

The list goes on.
entry | structure | L3MBTL1 block
101 | Cc1ccccc1OCC(=O)OCC(=O)N1CCc2ccccc21 | -1%
102 | CCN(C(=O)COC(=O)CCc1ccccc1OC)c1c(N)n(Cc2ccccc2)c(=O)[nH]c1=O | 8%
103 | CC(C)NC(=O)N(C)C[C@H]1Oc2c(NC(=O)Nc3ccccc3)cccc2C(=O)N([C@H](C)CO)C[C@@H]1C | -3%
104 | CCN(CC(=O)Nc1ccccc1C(F)(F)F)C(=O)Cc1sc(C)nc1-c1ccc(F)cc1 | 1%
105 | CCCCn1c(N)c(N(CC(C)C)C(=O)CCS(=O)(=O)c2ccc(C)cc2)c(=O)[nH]c1=O | 1%
106 | O=C(Cn1cnc2c(NCc3ccccc3)ncnc21)NCc1ccc2[nH]ccc2c1 | -14%
107 | COc1cc(C(=O)OCC(=O)NCC2CCCO2)cc(OC)c1OC (stereo unspecified) | 4%
108 | CCCCCC(=O)Nc1cc(S(=O)(=O)N2CCOCC2)ccc1Oc1ccc(OCC)cc1 | -5%
